High-throughput results: PubChem, The Scripps Research Institute Molecular Screening Center
M1 antag = human M1 muscarinic receptor antagonists, primary screen, CHO-K1 cells, Fluo-8 calcium fluorescence, 1536-well; Muscarinic acetylcholine receptor M1 (Homo sapiens), P11229; CHO-K1 hM1, ACh EC80 antagonist; inhibition, % at 3 µM; actives 1.3% (n = 360,000); AID 588852, 2011;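 active means percent inhibition above its own plate's cutoff, namely the mean of that plate's compound wells plus 3 SD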;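 further: peak over basal fluorescence ratio during 140 s after agonist addition; 0% = ACh EC80 plus DMSO and 100% = DMSO alone without agonist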
Target sequence (P11229 whole entry, looked up): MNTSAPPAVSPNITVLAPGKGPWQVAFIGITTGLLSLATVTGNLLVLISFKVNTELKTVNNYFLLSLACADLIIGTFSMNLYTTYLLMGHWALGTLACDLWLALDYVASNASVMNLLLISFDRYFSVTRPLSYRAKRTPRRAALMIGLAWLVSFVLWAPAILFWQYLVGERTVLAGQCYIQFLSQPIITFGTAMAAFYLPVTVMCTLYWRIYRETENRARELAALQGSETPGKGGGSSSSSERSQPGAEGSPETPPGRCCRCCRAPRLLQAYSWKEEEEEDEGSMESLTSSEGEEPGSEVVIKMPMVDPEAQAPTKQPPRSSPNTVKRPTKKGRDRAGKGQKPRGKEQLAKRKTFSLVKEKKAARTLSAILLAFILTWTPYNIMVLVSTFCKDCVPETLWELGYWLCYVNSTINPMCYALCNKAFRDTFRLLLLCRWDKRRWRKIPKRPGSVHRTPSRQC
M1 ag parental = counter-screen for M1 agonists: effect in parental CHO-K1 cells; Fluo-8 calcium fluorescence; scaled to maximal ATP response, vehicle zero; activation, % at 3 µM; actives 0.48% (n = 360,000); AID 602248, 2012; in the data active means activation above about 15%;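 further: untransfected CHO-K1 host cells lacking M1 receptor as counterscreen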
CHO parental Ca = ATP-evoked calcium signal inhibitors, parental CHO, primary screen, counter-screen for OX1R antagonist project, cell-based, fluorescence, Fluo-8 calcium dye; parental CHO-K1, ATP-induced calcium, Fluo-8 fluorescence; inhibition, % at 5.6 µM; actives 0.63% (n = 330,000);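 active means inhibition above that plate's mean sample inhibition plus 3 SD, cut at about 26% in these data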;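 further: 0% = ATP-challenged DMSO wells and 100% = DMSO wells without ATP; some compounds past the cut are filed as inactive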
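Assay system: parental CHO cells; Read-out basis: percent inhibition of ATP-evoked calcium rise, normalized to controls; Benchmarks: ATP and no-ATP DMSO wells; Compound dosing: single nominal dose of 5.6 µM per compound; Signal: Fluo-8 calcium dye fluorescence; Also added: ATP as calcium-mobilizing challenge; Repeats: singlicate.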
CHO-K1 Ca antag = M1 antagonist counterscreen hit in parental CHO-K1 cells; ATP-induced calcium, Fluo-8 fluorescence; inhibition, % at 3 µM; actives 0.6% (n = 360,000); AID 602250;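 active means inhibition above a per-plate cutoff, the plate's mean sample inhibition plus 3 SD, cut at about 24% in these data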;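 further: 0% = DMSO plus EC80 ATP and 100% = DMSO alone without ATP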
OXTR potentiate = human OXTR potentiators, primary screen, fluorescence, CHO-OTR cells, Fluo-8 calcium; actives 0.061% (n = 320,000); activation, % at 3 µM; Fluo-8 calcium fluorescence, potentiator mode; 0% = oxytocin EC15, 100% = EC100; Oxytocin receptor (Homo sapiens), P30559;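 active means activation above that plate's cutoff, the mean activation of tested compounds plus 3 SD, cut at about 6.6% in these data, passing the limit was not always enough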;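 further: 100% uses oxytocin at 75 nM as the full agonist control; some results filed as inactive read as strong as hits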
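Replication – single well per compound, singlicate · Assay system – CHO cell line stably expressing human OTR · Timing – 6 min pre-incubation, 100 s read · Measure – normalized max/min fluorescence ratio, % activation · Doses – 3.0 µM, one dose · Detection – Fluo-8 calcium dye fluorescence · Probe or stimulus – oxytocin near EC15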
CHRM4 agonist = human M4 muscarinic receptor agonists, primary screen, CHO-K1 cells, Fluo-8 calcium fluorescence; Muscarinic acetylcholine receptor M4 (Homo sapiens), P08173; CHO-K1 hM4/Gqi5; vehicle 0%, full acetylcholine response 100%; activation, % at 3 µM; actives 0.14% (n = 360,000); AID 624127, 2012;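 active means activation above the run mean over all test wells plus 3 SD, cut at about 32% in these data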;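 further: peak over basal fluorescence ratio per well then scaled between controls; 0% = DMSO wells and 100% = acetylcholine at EC100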
Target sequence (P08173 whole entry, looked up): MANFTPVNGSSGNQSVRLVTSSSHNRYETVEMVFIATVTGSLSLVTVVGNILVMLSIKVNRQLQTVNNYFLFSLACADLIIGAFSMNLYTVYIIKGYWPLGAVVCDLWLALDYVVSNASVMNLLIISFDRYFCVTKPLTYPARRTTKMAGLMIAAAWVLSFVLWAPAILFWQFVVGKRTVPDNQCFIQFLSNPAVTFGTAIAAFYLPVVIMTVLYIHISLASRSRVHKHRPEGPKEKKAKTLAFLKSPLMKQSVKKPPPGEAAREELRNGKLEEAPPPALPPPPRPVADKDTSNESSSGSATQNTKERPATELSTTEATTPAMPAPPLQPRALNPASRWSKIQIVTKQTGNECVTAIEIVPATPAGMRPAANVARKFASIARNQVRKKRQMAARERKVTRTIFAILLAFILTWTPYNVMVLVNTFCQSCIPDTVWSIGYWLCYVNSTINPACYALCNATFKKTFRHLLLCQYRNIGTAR
CHRM4 antagonist = human M4 muscarinic receptor antagonists, primary screen, CHO cells, Fluo-8 calcium fluorescence. CHO-hM4 cells, ACh EC80. inhibition, % at 3 µM. actives 0.73% (n = 360,000);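 active means inhibition above its plate's cutoff, the mean inhibition of sample wells plus 3 SD, cut at about 27% in these data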;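 further: 0% = acetylcholine EC80 with DMSO and 100% = DMSO without agonist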
M1 PAM = human M1 muscarinic receptor positive allosteric modulators, primary screen, CHO-K1 cells, Fluo-8 calcium fluorescence, 1536-well | actives 0.088% (n = 360,000) | activation, % at 3 µM | CHO-K1 hM1, ACh EC20; 0% = ACh EC20, 100% = maximal ACh | Muscarinic acetylcholine receptor M1 (Homo sapiens), P11229; in the data active means activation above about 19%, passing the limit was not always enough
M1 ag = human M1 muscarinic receptor agonists, primary screen, Fluo-8 calcium fluorescence, CHO-K1 cells, HTS; Muscarinic acetylcholine receptor M1 (Homo sapiens), P11229; CHO-K1 hM1, agonist mode; 0% DMSO, 100% acetylcholine EC100; activation, % at 3 µM; actives 0.33% (n = 360,000); AID 588814, 2011;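 active means activation above the run's mean compound activation plus 3 SD, cut at about 16% in these data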;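 further: peak over basal fluorescence ratio within a 140 s kinetic read after compound addition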
Active calls of the source: *; / = no result given; & = joins results of further samples.

nr	Compound	M1 antag	M1 ag parental	CHO parental Ca	CHO-K1 Ca antag	OXTR potentiate
1	COC(=O)Nc1ccc(S(=O)(=O)N2CCCCC2C(=O)NCc2ccco2)cc1 (stereo unspecified)	-11	0.6	-18	13	-9
2	CCN(CC)C(=O)CSc1nc2ccccc2n1CC(=O)N1CCN(c2ccccc2OC)CC1	3	2.5	-24	0	-13
3	COc1ccc(C(=O)N2CCCC(c3nc(-c4cccs4)no3)C2)cc1OC (stereo unspecified)	-13	3.5	-18	-3	-4
4	O=C(CSc1nnc(COc2ccccc2)n1-c1ccccc1)c1ccccc1	-7	0.9	-9	-8	-15
5	CCOC(=O)c1c(N)sc(C(=O)OC)c1C	-6	-0.4	-3	-14	3
6	COc1ccc(Oc2nccc(-c3ccc(F)cc3)c2C#N)cc1	-16	0.5	-7	2	-15
7	O=c1c2ccsc2ncn1Cc1ccccc1F	-14	-0.3	-10	4	-13
8	COc1ccc(C(=O)COC(=O)c2ccccn2)cc1OC	-4	-0.1	-4	4	-2
9	COc1ccc(OC)c(-c2csc(NC(=O)Cc3ccc(OC)c(OC)c3)n2)c1	-6	7.6	-5	12	-13
10	COC(=O)c1cnn(-c2ccccc2)c1N	-14	0.1	3	-3	-4
11	CCOC(=O)Cn1c(C)cc(COC)c(C#N)c1=O	-5	-0.6	-12	0	-8
12	Nc1c(Cl)cc(-c2csc(N3CCCC3c3nc4cc(Cl)c(N5CCCCC5)cc4n3CCOCCO)n2)cc1Cl (stereo unspecified)	-10	0.2	-22	-15	6

nr	CHRM4 agonist	CHRM4 antagonist	M1 PAM	M1 ag
1	3	-9	8	-1
2	6	1	-3	-1
3	2	-1	9	-2
4	0	2	6	-2
5	0	-7	8	-4
6	4	-2	-12	-5
7	0	3	8	0
8	1	1	6	-2
9	17	4	2	3
10	0	-3	10	-2
11	2	-6	15	-7
12	2	-8	13	1

(listing goes on)
nr	Compound	M1 antag	M1 ag parental	CHO parental Ca	CHO-K1 Ca antag	OXTR potentiate
13	CCN(CC)C(=O)C(=O)c1cccn1-c1c(Cl)cccc1C#N	-13	1.2	-7	-15	-5
14	O=C(Nc1nnc(C2CC2)s1)C1CCCCN1S(=O)(=O)c1ccccc1 (stereo unspecified)	0	1.0	-6	-6	-12
15	O=C(O)CCSc1nnc(CNc2ccc(Cl)cc2)n1Cc1ccccc1	14	2.9	-12	-1	-1
16	O=c1oc(-c2ccccc2)nc2ccsc12	-15	0.2	-3	-4	-1
17	CN1CCN(C(=O)c2ccc(F)c(F)c2)CC1	11	-0.3	-8	-4	0
18	CCc1ccc(NC(=S)NC2CCN(Cc3ccccc3)CC2)cc1	-12	4.4	-11	-3	-18
19	O=C(C[C@H]1C(=O)N(C2CCCCC2)C[C@@H]1Cc1ccccc1)Nc1ccccc1	-4	0.2	-33	-9	-6
20	CC(=O)NCCC(=O)Nc1nc(-c2ccc3c(c2)OCCO3)cs1	0	1.0	1	-9	-11
21	CC1CCCC(C)N1CCCNC(=O)CN1C(=O)c2cccnc2Oc2ccc(Cl)cc21 (stereo unspecified)	-9	-0.1	-11	-3	-11
22	O=C(CN1CCN(C(=O)c2ccco2)CC1)NCc1ccc(Cl)cc1	-16	-0.3	-1	16	-8
23	c1ccc(CSc2ncccn2)cc1	-10	0.6	4	-16	3
24	CCC(C)NC(=O)c1ccccc1NC(=O)Nc1ccccc1 (stereo unspecified)	-15	-0.1	-6	3	-6

nr	CHRM4 agonist	CHRM4 antagonist	M1 PAM	M1 ag
13	1	-3	11	-4
14	0	-2	4	-7
15	7	-2	-8	-5
16	0	-1	4	-3
17	1	-2	-7	-4
18	7	-4	8	-10
19	2	-6	1	-2
20	1	5	1	-3
21	0	1	-1	-14
22	1	4	14	-4
23	-1	7	6	-4
24	2	-5	-1	-3

Structures listed so far that contain a furan ring, fused or not (2):
nr	Compound	M1 antag	M1 ag parental	CHO parental Ca	CHO-K1 Ca antag	OXTR potentiate
1	COC(=O)Nc1ccc(S(=O)(=O)N2CCCCC2C(=O)NCc2ccco2)cc1 (stereo unspecified)	-11	0.6	-18	13	-9
22	O=C(CN1CCN(C(=O)c2ccco2)CC1)NCc1ccc(Cl)cc1	-16	-0.3	-1	16	-8

nr	CHRM4 agonist	CHRM4 antagonist	M1 PAM	M1 ag
1	3	-9	8	-1
22	1	4	14	-4

Other structures
nr	Compound	M1 antag	M1 ag parental	CHO parental Ca	CHO-K1 Ca antag	OXTR potentiate
25	COc1cc(NC(=O)CC(C)C)ccc1NC(=O)c1ccco1	-9	0.2	-15	20	5
26	Nc1ccc2nn(-c3ccc(F)cc3)nc2c1	-12	-0.5	1	-3	-7
27	COCCN(C(=O)/C=C/c1ccccc1)c1nnc(-c2cccnc2)s1	-26	0.2	-11	9	-7
28	CCOc1ccccc1CNc1ccc(O)cc1	-3	-0.7	/	15	/
29	COc1ccccc1C(=O)Nc1ccccc1C(=O)Nc1ccccc1	6	2.4	-4	6	-7
30	Cc1cc(SCC(=O)O)nc2ccccc12	-28&-1	-0.4&-0.2	3&-14	-16&8	-2&2
31	C[C@@H]1CN([C@H](C)CO)C(=O)CCCn2cc(nn2)CO[C@H]1CN(C)S(=O)(=O)c1ccccc1	-12	0.8	/	-2	/
32	N[C@@H](Cc1ccc(O)cc1)c1nnc([C@H](CO)NC(=O)C2CCNCC2)o1	-10	0.7	-7	-13	-11
33	CC1CCCC(C(=O)O)N1C(=O)CCSC(=O)c1ccccc1 (stereo unspecified)	0	-0.3	-10	7	-1
34	CCCC(=O)N1CCCC1(C)C(=O)Nc1cc(OC)c(OC)c(OC)c1 (stereo unspecified)	-12	0.4	/	-5	/
35	O=C(NNC(=O)c1cccc2ccccc12)c1cccc(Br)c1	3	1.9	/	-5	/
36	Cc1ccc(C(=O)COC(=O)c2cc(=O)[nH]c3ccccc23)cc1C	-8	0.7	-26	-20	2

nr	CHRM4 agonist	CHRM4 antagonist	M1 PAM	M1 ag
25	1	12	2	-5
26	1	0	12	0
27	1	8	6	0
28	0	5	3	-4
29	5	-3	-6	-6
30	1&0	-8&3	21&5	0&-5
31	0	-1	4	-3
32	2	-2	5	4
33	-1	-2	0	-4
34	1	1	6	-3
35	10	-5	-7	1
36	0	-8	8	-2

(further entries)
nr	Compound	M1 antag	M1 ag parental	CHO parental Ca	CHO-K1 Ca antag	OXTR potentiate
37	CCCCN(CCCC)Cc1ccc(C(=O)NNC(=O)Nc2ccc(Cl)cc2)o1	-15	0.1	-26	-1	2
38	CCCCCCCC(=O)N1c2ccccc2NC(=O)C1CC(=O)Nc1ccc(C(=O)O)cc1 (stereo unspecified)	0	1.0	2	-10	-4
39	COc1cccc(-c2nc3n(n2)C(c2cccs2)C(C(=O)Nc2cccnc2)=C(C)N3)c1 (stereo unspecified)	-5	0.5	-1	-3	-13
40	O=C1C=C(c2cc(C(F)(F)F)cc(C(F)(F)F)c2)C[C@@H](c2ccc3c(c2)OCO3)C1	4	0.2	-29	-6	-5
41	CCc1nc(NCc2ccc3c(c2)OCO3)c2oc3ccccc3c2n1	-1	1.7	-13	0	-5
42	CCCCCC(=O)N1CCN(CCN=CC2=C(O)CC(c3ccc(OC)cc3)CC2=O)CC1 (stereo unspecified)	-3&-12	-0.1&0.0	-23	-16&-6	13
43	CCN1CCN(C(c2cccs2)C(C)NS(=O)(=O)c2ccccc2)CC1 (stereo unspecified)	-2	-0.4	2	6	-5
44	Cc1ccc(SCC(=O)Nc2ccc(N3CCN(C)CC3)c(F)c2)c(C)c1	30*	2.0	-22	-13	-3
45	C=CCNC(=O)c1onc(CSc2ccncc2)c1C(=O)NCC=C	-2	0.6	-16	-7	-1
46	N#Cc1c(SCC(N)=O)nsc1SCc1ccccc1Cl	-11	2.8	-15	-6	-18
47	N#Cc1c(N2C(=O)Nc3ccccc3N2O)sc2c1CCCC2	-9	-0.4	-12	1	-6
48	Cc1ccc(-c2nnn(CC(=O)N(Cc3cccs3)C(C(=O)NC(C)(C)C)c3ccco3)n2)o1 (stereo unspecified)	2	1.9	-23	-1	-5

nr	CHRM4 agonist	CHRM4 antagonist	M1 PAM	M1 ag
37	3	-4	6	-6
38	0	4	6	-4
39	1	-7	3	-1
40	0	5	-1	-4
41	0	2	-7	-4
42	1&1	-5&4	2&10	-4&-5
43	1	-10	-1	-13
44	4	-2	-38	-16
45	0	-7	5	-5
46	4	1	5	0
47	0	-1	10	-7
48	7	-3	4	-3

Sorted by heavy-atom count (lowest first): some entries from above.
nr	Compound	M1 antag	M1 ag parental	CHO parental Ca	CHO-K1 Ca antag	OXTR potentiate
41	CCc1nc(NCc2ccc3c(c2)OCO3)c2oc3ccccc3c2n1	-1	1.7	-13	0	-5
37	CCCCN(CCCC)Cc1ccc(C(=O)NNC(=O)Nc2ccc(Cl)cc2)o1	-15	0.1	-26	-1	2
39	COc1cccc(-c2nc3n(n2)C(c2cccs2)C(C(=O)Nc2cccnc2)=C(C)N3)c1 (stereo unspecified)	-5	0.5	-1	-3	-13

nr	CHRM4 agonist	CHRM4 antagonist	M1 PAM	M1 ag
41	0	2	-7	-4
37	3	-4	6	-6
39	1	-7	3	-1

More entries:
nr	Compound	M1 antag	M1 ag parental	CHO parental Ca	CHO-K1 Ca antag	OXTR potentiate
49	CCC1C(C#N)=C(SC)NC2=C1C(=O)CC(C)(C)C2 (stereo unspecified)	3	-0.1	-5	2	-1
50	Oc1ccc(C=NNC(=S)Nc2ccc(F)cc2)c(O)c1	-13	0.8	/	-7	/
51	COc1cc(C2NC(=O)NC(O)(C(F)(F)F)C2C(=O)c2ccc(Cl)cc2)ccc1O (stereo unspecified)	-5	0.0	-5	0	-9
52	O=S1(=O)[C@H]2C[C@H](CO)O[C@@]2(CO)CN1Cc1ccc(-c2ccc(F)cc2)cc1	-10	6.8	-4	-17	/
53	O=C1c2cccc3cc([N+](=O)[O-])cc(c23)C(=O)N1CCN1CCCC1	-6	0.9	/	-22	/
54	CCC(=O)n1nc(-c2cccnc2)nc1NCc1cccs1	-5	0.2	-12	-12	-12
55	COc1cc(CN2CCCCC2)ccc1OCc1ccccc1	-2	0.0	-23	-3	-6
56	CCc1ccc(/C=C2\Oc3c(ccc(O)c3CN3CCN(CCO)CC3)C2=O)cc1	-8	0.1	-9	3	-5

nr	CHRM4 agonist	CHRM4 antagonist	M1 PAM	M1 ag
49	1	15	0	-4
50	1	-1	4	4
51	0	-1	4	-2
52	12	-19	2	3
53	2	3	-4	-9
54	1	-1	6	-6
55	2	7	-7	-11
56	1	-7	1	0

No enrichment for hits, and some 2.9% of all compounds hit somewhere here.
